Assay outcomes as filed in PubChem BioAssay.
OX1R antag-1: OX1R (human) antagonism; O43613; AID 485270; OX1R-expressing cells, FRET antagonist read-out; 330,000 compounds, 1.8% hits; inhibition, % at 6.6 µM; in the data active means inhibition mostly above about 38%, no sharp cut-off; inactive means mostly below about 40%;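 further: 0% = agonist challenge alone and 100% = reference antagonist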
Target sequence (O43613 whole entry, looked up): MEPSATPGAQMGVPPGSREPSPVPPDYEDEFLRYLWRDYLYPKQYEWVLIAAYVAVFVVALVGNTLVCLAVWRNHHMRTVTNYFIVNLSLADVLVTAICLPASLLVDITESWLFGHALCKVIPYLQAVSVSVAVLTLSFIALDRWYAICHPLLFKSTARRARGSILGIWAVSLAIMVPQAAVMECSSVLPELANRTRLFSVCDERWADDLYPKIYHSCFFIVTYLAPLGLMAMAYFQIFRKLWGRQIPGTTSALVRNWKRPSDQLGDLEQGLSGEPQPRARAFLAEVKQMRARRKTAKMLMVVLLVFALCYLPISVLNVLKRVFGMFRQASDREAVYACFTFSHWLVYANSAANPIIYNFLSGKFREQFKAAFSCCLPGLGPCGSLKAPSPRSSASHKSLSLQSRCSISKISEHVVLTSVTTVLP
OX1R antag-2: human HCRTR1 antagonism. O43613. CHO/OX1R cells, Fluo-8 calcium fluorescence, orexin A. inhibition, % at 5 µM. 330,000 compounds, 0.43% hits. AID 434989;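 active means inhibition above its plate's threshold, mean inhibition of all tested compounds on the plate plus 3 SD, cut at about 37% in these data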;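 further: 0% = orexin A challenge wells and 100% = SB-334867-A antagonist wells; not every result past the cut was called active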
STK33 inh: inhibitors of human STK33 kinase. inhibition, % at 10 µM. AID 2661. purified STK33, MBP phosphorylation, ADP-Glo luminescence. 320,000 compounds, 0.073% hits;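 active means inhibition at or above 25%, using the most active replicate where run in duplicate; inactive means inhibition below 25%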
Target sequence (Q9BYT3 whole entry, looked up): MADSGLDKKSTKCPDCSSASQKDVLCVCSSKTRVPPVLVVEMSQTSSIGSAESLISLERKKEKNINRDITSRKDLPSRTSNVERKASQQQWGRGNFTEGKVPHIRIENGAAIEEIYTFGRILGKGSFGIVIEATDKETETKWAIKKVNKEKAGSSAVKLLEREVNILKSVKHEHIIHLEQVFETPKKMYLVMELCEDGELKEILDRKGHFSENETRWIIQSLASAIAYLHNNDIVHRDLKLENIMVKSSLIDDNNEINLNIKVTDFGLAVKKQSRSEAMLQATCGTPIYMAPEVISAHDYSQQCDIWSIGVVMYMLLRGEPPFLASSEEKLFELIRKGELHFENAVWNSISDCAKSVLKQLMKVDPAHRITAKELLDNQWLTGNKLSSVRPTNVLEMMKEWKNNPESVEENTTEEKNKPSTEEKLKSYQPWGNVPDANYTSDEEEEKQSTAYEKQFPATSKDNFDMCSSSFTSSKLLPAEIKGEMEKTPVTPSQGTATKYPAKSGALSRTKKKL
Active calls of the source: *; x = no result given.

Every second line gives: OX1R antag-1 | OX1R antag-2 | STK33 inh
1: Cc1ccc(CN(c2ccc(C(=O)N3CCCC3)cc2)S(C)(=O)=O)cc1
 : 17 | -42 | -0.7
2: C/C(=N\c1nc2ccccc2n1C)c1cc(Cl)ccc1O
 : 17 | -11 | -1.9
3: COC(=O)C1C(=O)c2c(n[nH]c2C)CC1(C)C (configuration not stated)
 : 7 | -4 | -0.2
4: CC(=O)S[C@@H]1CC2=CC(=O)CC[C@]2(C)[C@H]2CC[C@@]3(C)[C@@H](CC[C@@]34CCC(=O)O4)[C@H]12
 : 21 | -16 | -0.4
5: Cc1cccc(CSc2nnc(-c3cccs3)n2Cc2ccco2)c1
 : 31 | -9 | -2.7
6: O=C1CC2CS(=O)(=O)CC2N1c1ccc(Cl)cc1Cl (configuration not stated)
 : 5 | -10 | -1.2
7: Cc1cc(=O)oc2cc(NC(=O)c3ccccc3OC(F)F)ccc12
 : 34 | -20 | -0.1
8: CCn1ncc(/C=C/C(=O)C2CC2)c1C
 : 11 | -15 | 0.3
9: COC(=O)[C@@H](N)Cc1ccc(O)cc1
 : 10 | -2 | -2.6
10: CCOC(=O)C1=C(C)N=c2s/c(=C/c3ccc(OCC(=O)O)cc3)c(=O)n2C1c1ccc(F)cc1 (configuration not stated)
 : -3 | -19 | -1.3

3 of the entries above in order of their number in STK33 inh, lowest first.
Every second line gives: OX1R antag-1 | OX1R antag-2 | STK33 inh
9: COC(=O)[C@@H](N)Cc1ccc(O)cc1
 : 10 | -2 | -2.6
6: O=C1CC2CS(=O)(=O)CC2N1c1ccc(Cl)cc1Cl (configuration not stated)
 : 5 | -10 | -1.2
3: COC(=O)C1C(=O)c2c(n[nH]c2C)CC1(C)C (configuration not stated)
 : 7 | -4 | -0.2

The list goes on:
Every second line gives: OX1R antag-1 | OX1R antag-2 | STK33 inh
11: NC(=O)c1cccn1-c1ncc(C(F)(F)F)cc1Cl
 : 23 | -5 | -0.8
12: COC(=O)C(Cc1c[nH]c2ccccc12)NC(=O)C(=O)c1c[nH]c2ccccc12 (configuration not stated)
 : 18 | 16 | 0.6
13: Cc1ccc2c(c1)C(c1ccc(O)cc1)(c1ccc(O)cc1)C(=O)N2C
 : 13 | 0 | -1.2
14: CCOc1ccc2nc(NC(=O)CSc3ccc(Cl)cc3)sc2c1
 : 32 | -28 | -0.6
15: C=CC[C@@H]1Cc2c(Br)ccc(Br)c2[C@@H](CC=C)N1
 : 13 | -25 | -1.4
16: COc1cccc(C2CC(c3ccc(C)cc3)=NN2C(=O)c2ccccc2F)c1OC (configuration not stated)
 : 7 | -25 | -0.5
17: O=C(Nc1ccc2c(c1)OCO2)c1ccncc1
 : 8 | -14 | 2.0
18: O=C(NCc1cccnc1)c1cc(C(=O)C2CC2)c[nH]1
 : 12 | -7 | -2.3
19: CCN(CC)c1ccc(NC(=O)CN2CCN(CC(=O)Nc3ccccc3F)CC2)cc1
 : 4 | -24 | -0.1
20: O=S(=O)(Nc1ccc(N2CCOCC2)cc1)c1ccc2ccccc2c1
 : 8 | -4 | x
21: O=c1/c(=C/c2ccc([N+](=O)[O-])cc2)sc2n1CCCN=2
 : 169* | -9 | -0.1
22: COc1ccccc1N1CCN(C2CC(=O)N(c3ccc(Cl)cc3)C2=O)CC1 (configuration not stated)
 : -2 | -13 | -1.1
23: O=C(NCc1cccnc1)NC1(c2ccccc2)CC1
 : 7 | -8 | -0.5
24: CCn1nc(C)c(Br)c1-c1nc(-c2cccc(C)c2)no1
 : -1 | -28 | -2.2
25: Cc1cccc2sc(NS(C)(=O)=O)nc12
 : 10 | -26 | -0.2
26: Cc1ccc(/C=N/NC(=O)CNC(=O)Cc2ccccc2)o1
 : 17 | -14 | -0.3
27: CC(C)c1ccc(OCC(=O)NC2CCCC2)cc1
 : 15 | -14 | 5.6
28: CC(C)N1CCc2c(sc(NC(=O)c3nc4ccccc4s3)c2C(N)=O)C1
 : 16 | -19 | 1.7
29: O=C(Nc1cc(S(=O)(=O)N2CCOCC2)ccc1N1CCOCC1)c1ccc(Cl)nc1
 : 2 | -17 | -3.6
30: O=C(NCC(c1cccs1)N1CCOCC1)c1cc(-c2ccc(F)cc2)nc2ccccc12 (configuration not stated)
 : 13 | -26 | -0.4

One compound at a time, from the list above:
`O=c1/c(=C/c2ccc([N+](=O)[O-])cc2)sc2n1CCCN=2` is listed as OX1R antag-1: 169*; OX1R antag-2: -9; STK33 inh: -0.1
`O=C1CC2CS(=O)(=O)CC2N1c1ccc(Cl)cc1Cl` (configuration not stated) is listed as OX1R antag-1: 5; OX1R antag-2: -10; STK33 inh: -1.2

Further compounds
Every second line gives: OX1R antag-1 | OX1R antag-2 | STK33 inh
31: CN(C)S(=O)(=O)N(CC(=O)Nc1cccc(F)c1)c1ccccc1
 : 3 | -2 | 2.6
32: NC(=O)N/N=C/c1coc2ccc(O)cc2c1=O
 : 32 | -13 | 0.1
33: COC(=O)Nc1cc(C)nc2ccccc12
 : 16 | 3 | -1.2
34: COC(=O)c1cccc(NC(=O)c2onc3c2CCCC3)c1
 : 14 | -28 | 0.6
35: O=C(Nc1ncc([N+](=O)[O-])s1)c1ccco1
 : 44 | 17 | -0.2
36: Clc1ccc(-c2nnc(-c3ccc(Br)cc3)c(N3CCSCC3)n2)cc1
 : 7 | -14 | -0.2
37: COC(=O)c1ccc(NC(C(=O)OC)C(C)C)c([N+](=O)[O-])c1 (configuration not stated)
 : 25 | -27 | -0.6
38: C/C(=N\NC(=O)c1ccc(CSc2nncn2C)cc1)c1cccs1
 : 12 | -7 | -1.4
39: C=CCSc1nnc(-c2ccc([N+](=O)[O-])cc2)o1
 : 42 | -9 | 0.9
40: COc1ccc(CCNC(=O)c2ccccc2SC)cc1
 : 20 | -14 | 0.8

By substructure: the entries above with fluorine
Every second line gives: OX1R antag-1 | OX1R antag-2 | STK33 inh
7: Cc1cc(=O)oc2cc(NC(=O)c3ccccc3OC(F)F)ccc12
 : 34 | -20 | -0.1
10: CCOC(=O)C1=C(C)N=c2s/c(=C/c3ccc(OCC(=O)O)cc3)c(=O)n2C1c1ccc(F)cc1 (configuration not stated)
 : -3 | -19 | -1.3
11: NC(=O)c1cccn1-c1ncc(C(F)(F)F)cc1Cl
 : 23 | -5 | -0.8
16: COc1cccc(C2CC(c3ccc(C)cc3)=NN2C(=O)c2ccccc2F)c1OC (configuration not stated)
 : 7 | -25 | -0.5
19: CCN(CC)c1ccc(NC(=O)CN2CCN(CC(=O)Nc3ccccc3F)CC2)cc1
 : 4 | -24 | -0.1
30: O=C(NCC(c1cccs1)N1CCOCC1)c1cc(-c2ccc(F)cc2)nc2ccccc12 (configuration not stated)
 : 13 | -26 | -0.4
31: CN(C)S(=O)(=O)N(CC(=O)Nc1cccc(F)c1)c1ccccc1
 : 3 | -2 | 2.6

Next section.
Every second line gives: OX1R antag-1 | OX1R antag-2 | STK33 inh
41: Cc1ccc(C(CC(=O)NCc2ccco2)c2ccccc2)c(O)c1 (configuration not stated)
 : 6 | -10 | 0.6
42: CCCCn1c(N)c(N(CC(C)C)C(=O)COC(=O)Cc2c(C)nc3ccccc3c2C)c(=O)[nH]c1=O
 : 37 | -6 | -1.7
43: CCOC(=O)C1=C(COC(=O)CCc2ccc(CC)cc2)NC(=O)NC1C (configuration not stated)
 : 2 | -28 | 0.7
44: Cc1ccc(NC(=O)CCNS(=O)(=O)c2ccc(Br)s2)cc1
 : 31 | -12 | -1.5
45: CSc1ccccc1NC(=O)CN(c1cccc(C)c1)S(C)(=O)=O
 : 23 | 4 | 0.3
46: CCCCn1c(SCC(=O)Nc2cc(C)on2)nnc1-c1ccncc1
 : 4 | 1 | -2.1
47: Cc1cccc2cc(-c3nc4c(C)cccn4c3NCc3ccco3)c(=O)[nH]c12
 : 16 | -35 | 0.7
48: Cc1nc2c(C#N)cnn2c2c1CCNN2C
 : 22 | -5 | -4.1
49: Cn1c(SCC(=O)c2cccs2)nnc1-c1ccco1
 : 29 | -16 | -1.7
50: CCC(OC(=O)c1ccco1)C(=O)NCc1ccco1 (configuration not stated)
 : 10 | -2 | -0.8
51: Cc1cc2c(c(=O)n1Cc1ccco1)C(c1cccnc1)C(C#N)=C(N)O2 (configuration not stated)
 : 18 | -7 | -1.1
52: CCCn1c(-c2cccs2)nc2c1c(=O)[nH]c(=O)n2Cc1ccccc1
 : 4 | -32 | -2.5
53: Cc1c(C(=O)NC(=S)Nc2cccnc2)cccc1[N+](=O)[O-]
 : 16 | -9 | 0.4
54: O=c1[nH]ncc(N/N=C/c2ccccc2)c1Cl
 : 13 | -10 | x
55: CCOc1cccc(/C=N/Nc2ccc(S(=O)(=O)N(CC)CC)cn2)c1O
 : 10 | -7 | -0.7
56: O=[N+]([O-])c1cc(C(F)(F)F)ccc1Cl
 : 0 | -25 | -0.4
57: Cn1c(=O)c2c(nc(NCCNC(=O)c3ccco3)n2Cc2ccccc2Cl)n(C)c1=O
 : 9 | -28 | -1.2
58: CC(=O)N1CCN=C1SCc1ccc(Cl)cc1
 : 14 | -12 | -0.3
59: CN(C)CCOCCP(=O)(c1ccccc1)c1ccccc1
 : 10 | -5 | -0.8
60: NC(=O)CSc1ccc(Br)cc1
 : 20 | -5 | -0.6
61: Cc1nn(-c2ccccc2)c(-c2ccccc2[N+](=O)[O-])c1C(=O)O
 : 13 | 14 | 7.9
62: CCCOc1ccc(C(=O)Nc2cccnc2)cc1
 : -2 | 11 | -0.1
63: C/C(=N/OC(=O)c1ccc(C)cc1)c1cccs1
 : 27 | -28 | 20
64: CSc1nc(=O)n2cccc(C)c2n1
 : 10 | -11 | 0.6
65: CCCCCCN1CC(=O)N2Cc3[nH]c4ccccc4c3C[C@H]2C1=O
 : 10 | -34 | 0.4
66: COc1ccc(OC)c(Nc2ccc(Nc3cc(OC)ccc3OC)nn2)c1
 : 39 | -18 | -1.9
67: Cc1nn(-c2cc(C)c3ccccc3n2)c2c1C1C(C2)C1(C)C (configuration not stated)
 : 23 | -10 | 0.0
68: CC(C)N(Cc1ccccc1)C(=O)COC(=O)c1ccc(S(=O)(=O)N2CCOCC2)cc1
 : 13 | 4 | -0.3
69: Cc1ccc(NC(=O)C(C)Sc2nnc(C)n2C2CC2)cc1S(=O)(=O)N1CCOCC1 (configuration not stated)
 : 2 | -6 | 1.7
70: COc1ccc2cc(CCNC(=O)C3CC3)c(=O)[nH]c2c1
 : 13 | -16 | -2.4
71: Cc1ccc(NC(=S)NCC2CCN(C(C)c3ccccc3)C2)cc1 (configuration not stated)
 : 7 | -25 | -1.2
72: Cc1ccc(NC(=O)COC(=O)c2sccc2C)cc1S(=O)(=O)N1CCOCC1
 : 12 | -22 | -1.4
73: CCCCCCCCCCOC(=O)Cn1c(COc2cccc(C)c2)[n+](C)c2ccccc21
 : 17 | 75* | 12
74: CCOc1ccc(N/C=C\C(=O)c2ccc3c(c2)OCO3)cc1
 : -3 | -12 | -0.5
75: O=C(COC(=O)c1ccc(O)cc1)Nc1ccc(N2CCCCC2)cc1
 : 7 | -14 | -0.7
76: COc1ccc(C(c2nnnn2Cc2ccc(F)cc2)N2CCN(c3ccc(OC)cc3)CC2)cc1 (configuration not stated)
 : 11 | 5 | 0.4
77: COc1ccc(NC(=O)c2cccnc2Sc2ccccc2)c(OC)c1
 : -2 | -19 | -1.4
78: Cc1ccc(NC(=O)CNC2CCCCC2)cc1Cl
 : 34 | -13 | 0.0
79: CCN(C(=O)COC(=O)c1cc(-c2ccccc2)nc2ccc(Br)cc12)C1CCS(=O)(=O)C1 (configuration not stated)
 : 8 | -37 | 0.3
80: O=C(CSc1nnc(NCc2ccccc2)s1)N1CCOCC1
 : 35 | -1 | 0.6
81: COc1ccc(-c2cc(C(F)(F)F)nc(-n3ccnc3)n2)cc1
 : 7 | -10 | -1.1
82: CC1CCCN(CCC(=O)c2ccc(Br)cc2)C1 (configuration not stated)
 : 8 | 5 | -0.1
83: COc1ccc(NC(=O)C2CCCN(S(=O)(=O)c3cccc4cccnc34)C2)c(OC)c1 (configuration not stated)
 : 14 | -32 | -0.8
84: O=C(Nc1ccc(Cl)c(Cl)c1)N(Cc1cccnc1)Cc1ccco1
 : 12 | -16 | 0.1
